Source: PubChem BioAssay
FEN1 inh – qHTS Assay for the Inhibitors of Human Flap endonuclease 1 (FEN1). 390,000 compounds, 0.35% hits. Potency, µM (doses to about 114 µM), inactives show top-dose activity change, negative = inhibition, most hits filed as inhibitors. Recombinant FEN1 flap cleavage, fluorescence, 15 min; note: nearly all actives have a fitted effect of over 65% in size
Target sequence (P39748 whole entry, looked up): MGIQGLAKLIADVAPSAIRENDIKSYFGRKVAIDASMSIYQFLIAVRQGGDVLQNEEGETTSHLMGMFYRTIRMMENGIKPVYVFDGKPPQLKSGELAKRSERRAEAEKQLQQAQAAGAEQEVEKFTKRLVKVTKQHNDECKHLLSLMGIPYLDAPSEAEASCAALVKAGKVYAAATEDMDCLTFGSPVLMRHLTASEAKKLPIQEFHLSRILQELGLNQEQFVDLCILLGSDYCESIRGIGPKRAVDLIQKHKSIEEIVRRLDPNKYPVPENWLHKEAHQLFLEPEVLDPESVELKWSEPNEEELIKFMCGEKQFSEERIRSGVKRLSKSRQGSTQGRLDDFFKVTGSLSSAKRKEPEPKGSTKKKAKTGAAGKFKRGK
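Reaction started by adding substrate (50 nM final) to 10 nM enzyme after 15 min room-temperature compound preincubation. Reads at 0 and 15 min, with data normalized and fitted to a four-parameter Hill equation.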
GCN5L2 inh – qHTS Assay for Inhibitors of GCN5L2; GCN5L2 HAT assay, ThioGlo1 CoA-SH fluorescence; Potency, µM (highest dose often 58.9 µM), without a hit: at the highest dose activity change, negative = inhibition, hits mostly inhibitors; 390,000 compounds, 0.21% hits; AID 504327, 2011
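Fluorescence readout, Ex340nm/Em540nm: ThioGlo1 (50uM final) reacts with free CoA thiol released as 20nM GCN5L2 acetylates H3(1-25) peptide (75uM) using acetyl-CoA (70uM). Compound and enzyme sat 15 min beforehand; 20 min room-temperature reaction.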
N370S GC mod – qHTS Assay for Inhibitors and Activators of N370S glucocerebrosidase as a Potential Chaperone Treatment of Gaucher Disease; Lysosomal acid glucosylceramidase (Homo sapiens), P04062; N370S GC spleen homogenate, 4MU-glucoside fluorescence; Potency, µM (series often up to 59.4 µM), without a hit: top-dose activity change, negative = inhibition, actives largely listed as inhibitors; 330,000 compounds, 0.092% hits;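 note: 0% = full enzyme activity and -100% = no enzyme basal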
* = called active by the depositor; ? = inconclusive; . = not tested or not shown; & = joins results of further samples. Calls come from the whole dose curve; as a rule, active = well fitted curve in the direction sought with a large enough effect; inconclusive = small, poorly fitted or top-dose-only effect, or another doubt; inactive = no such curve, though single readings can be large; an effect the other way counts as inactive or inconclusive. Unless noted, % is set by controls: 0 for no effect and ±100 for the full control effect; potency is the fitted concentration of half-maximal effect.

SMILES	FEN1 inh	GCN5L2 inh	N370S GC mod
O=[N+]([O-])c1ccc(CSc2nnc3ccccn23)cc1	-5%	-4%	-1%
CCOC(=O)c1nnn(CC(=O)N2N=C(c3cc(C)ccc3C)CC2c2ccc(OC)cc2)c1C(=O)OCC (stereo not given)	7%	-8%	6%
Cc1cc(C)cc(Oc2coc3c(CN(C)C)c(O)ccc3c2=O)c1	8%	-29%	21%
Cc1oc(C(=O)O)cc1COc1ccc2c(C)cc(=O)oc2c1	-5%	-17%	4%
CC(C)Cc1nnc(NC(=O)CS(=O)(=O)Cc2ccccc2)s1	-18%	-1%	-8%
COc1cccc2cc(C(C)N(CCCN3CCOCC3)C(=S)Nc3ccccc3C)oc12 (stereo not given)	-16%	-10%	-27%
O=C(COC(=O)[C@@H]1CC(O)CN1S(=O)(=O)c1ccc(Cl)c(Cl)c1)NC(=O)NCc1ccccc1 (stereo not given in full)	6%	-5%	.
CC(C)(C)NC(=O)C(OC(=O)c1cccs1)c1ccc(F)cc1 (stereo not given)	0%	10%	-2%
CC1(c2ccc3ccccc3c2)NC(=O)N(CC(=O)Nc2cccc(S(=O)(=O)N3CCOCC3)c2)C1=O (stereo not given)	-14%	-4%	?
CCN(CC)S(=O)(=O)c1cccc(-c2nnc(SCc3nnc(-c4cccs4)o3)n2N)c1	-9%	-6%	-1%
O=C(NCCOc1ccccc1)c1ccccc1[N+](=O)[O-]	-12%	1%	3%
CCOc1cc2sc(N3CCC(C(=O)Nc4ccccc4Cl)CC3)nc2cc1Br	-2%	0%	.
COc1ccc(S(=O)(=O)N2CCN(CC3CC=CCC3)CC2)cc1 (stereo not given)	-6%	-10%	3%
Cc1ccc(OCCC(=O)NCCc2ccc(S(N)(=O)=O)cc2)cc1	6%	-1%	0%
CCC(=O)N1CCc2cc(S(=O)(=O)NCCC(=O)Nc3cc(C)ccc3OC)ccc21	17%	-4%	.
Fc1ccc(NC(=S)N/N=C/c2ccc(F)c(F)c2)c(F)c1	-7%	-2%	8%
Cc1c(C(=O)Nc2nc(-c3ccc(F)cc3)ns2)oc2ccc(Cl)cc12	1%	-5%	.
Cn1c(=S)[nH]c2ccccc21	-14%	-1%	4%
C=CCn1c(O)c(N=NC(=O)OC(C)(C)C)c2ccccc21	12%	21%	5%
COc1cc(C(O)CO)ccc1OS(=O)(=O)O (stereo not given)	12%	-3%&-7%	-4%&2%
Cc1cc(S(=O)(=O)N(Cc2ccccc2Cl)c2ccc3c(c2)CCC3)ccc1-n1cnnn1	-2%	-9%	1%
Cn1c(SCC(=O)NCc2ccccc2)nnc1-c1ccc(NC(=O)CCc2ccccc2)cc1	3%	-4%	-5%
CC1CCCC(NC(=O)CCS(=O)(=O)c2cc3c(cc2Cl)NC(=O)CO3)C1C (stereo not given)	19%	-3%	-14%
COc1cccc(OC)c1C(=O)OCC(=O)NCCCc1ccccc1	-5%	-6%	-17%
CCN(CC)S(=O)(=O)c1ccc(Cl)c(NC2=NCCCCC2)c1	1%	4%	-2%
COc1cccc2cc(C(=O)C3=C(O)C(=O)N(CCN4CCOCC4)C3c3cccs3)oc12 (stereo not given)	-10%	-3%	-20%
Cc1c(NC(=O)CSc2nnc(-c3cccnc3)n2N)c(=O)n(-c2ccccc2)n1C	-3%	0%	.
Cc1ccc(C(C)(C)C)c(OCCOCCN2CCCC2)c1	3%	-1%	7%
Cc1ccc(OCC(=O)Nc2ccc(CN3CCOCC3)cc2)cc1C	0%	-3%	-5%
O=C(NCc1ccco1)c1ccc(-c2ccccc2Cl)o1	12%	1%	-8%

4 of the compounds above, bar-delimited.
Structure | FEN1 inh | GCN5L2 inh | N370S GC mod
Fc1ccc(NC(=S)N/N=C/c2ccc(F)c(F)c2)c(F)c1 | -7% | -2% | 8%
CC(C)Cc1nnc(NC(=O)CS(=O)(=O)Cc2ccccc2)s1 | -18% | -1% | -8%
CC(C)(C)NC(=O)C(OC(=O)c1cccs1)c1ccc(F)cc1 (stereo not given) | 0% | 10% | -2%
CCC(=O)N1CCc2cc(S(=O)(=O)NCCC(=O)Nc3cc(C)ccc3OC)ccc21 | 17% | -4% | .

Carrying on:
SMILES	FEN1 inh	GCN5L2 inh	N370S GC mod
Cc1ccc(-c2csc3ncnc(NS(=O)(=O)c4ccc(Cl)cc4)c23)cc1	-10%	27%	-6%
Cc1ccc(S(=O)(=O)NCCC(=O)Nc2ccc(C)cc2C(=O)c2ccccc2)cc1	4%	0%	9%
COCCN(CCOC)C(=O)Nc1ccc(Cl)cc1	5%	-3%	-3%
COc1cc2cncc(Cc3ccc(Cl)cc3)c2cc1OC	7%	-3%	.
COc1ccccc1OCCOCCN1CCCC1	18%	-7%	-2%
CC(C)(C)NC(=O)N1CCN(c2nc3ccc(Cl)cc3s2)CC1	-3%	-8%	-9%
CC(C)c1ccc(C(=O)N2CCN(CCO)CC2)cc1	12%	0%	-1%
CC1CN(C(=O)c2cc(S(=O)(=O)N3CCCC3)c(Cl)cc2Cl)CC(C)O1 (stereo not given)	4%	1%	2%
CN(CP(=O)(O)C(O)c1ccccc1)S(C)(=O)=O (stereo not given)	-1%	-3%	3%
O=C(CSc1nc(N2CCCCC2)nc(N2CCCCC2)n1)N1CCN(c2ccccc2)CC1	-2%	-10%	28%
O=c1c2ccccc2n2nnnc2n1-c1ccccc1	-6%	.	-1%
CCN(CC)C(=O)Oc1ccc(Br)cc1C(=O)Nc1ccc(F)c(Cl)c1	1%	-1%	-2%
Oc1ccc(Cl)c2cccnc12	-12%	?	0%
O=C(NCc1ccc(F)cc1)N[C@@H](Cc1ccccc1)C(=O)O	2%	-2%	1%
Cc1ccc(N(CCCCN2C(=O)c3ccccc3C2=O)C(=O)c2cccs2)cc1	-19%	-5%	3%
COc1ccc(-c2cc(C)no2)cc1S(=O)(=O)Nc1cccc(C(F)(F)F)c1	-17%	-3%	.
CCOC(=O)N1CCN(C(=O)c2cn(CC(C)C)c(=O)c3c2c2ccccc2n3C)CC1	-3%	-24%	18%
Cc1ccc(Nc2cc(-c3ccccc3)nc(C)n2)cc1	?	-9%	.
C=CCn1c(-c2cc(-c3ccccc3)sc2N)n[nH]c1=S	10%	-8%	2%
COCCN1Cc2cccc(C(=O)Nc3ccc(Cl)cc3Cl)c2C1=O	-6%	-9%	.
COc1ccc(NC(=S)NNC(=O)c2cccs2)cc1	-7%	3%	-1%
Cc1c(C)n(CCCN(C)C)c2ncnc(Nc3ccccc3)c12	6%	-4%	-6%
O=C(Nc1ccc(F)cc1)c1csc(Cc2ccccc2)n1	2%	-25%	17%
CNS(=O)(=O)c1cn(CC(=O)NCc2cccc(OC)c2)cc1S(=O)(=O)NC	-12%	-1%	-3%
COc1cc(NC(=O)c2ccccn2)cc(OC)c1OC	4%	-2%	0%
Cc1ccc(/C=C(\C#N)c2nc(-c3ccc(-c4ccccc4)cc3)cs2)cc1	-9%	4%	.
COCCN(CC1CCCN(C2Cc3ccccc3C2)C1)C(=O)CCC(N)=O (stereo not given)	11%	-2%	-11%
O=[N+]([O-])c1ccc(Cl)c(S(=O)(=O)Nc2ccc(-c3ccc(N4CCOCC4)nn3)cc2)c1	0%	-4%	-2%
CN(C(=O)COc1ncnc2ccccc12)C1CCCCC1	1%	1%	.
O=C(CNc1ccc(Br)cc1)c1ccc(O)cc1	14%	-12%	-21%

Compound profiles, from the list above:
Cc1ccc(Nc2cc(-c3ccccc3)nc(C)n2)cc1 across the screens: FEN1 inh: ?; GCN5L2 inh: -9%; N370S GC mod: .
COc1ccc(NC(=S)NNC(=O)c2cccs2)cc1 across the screens: FEN1 inh: -7%; GCN5L2 inh: 3%; N370S GC mod: -1%

The list goes on:
SMILES	FEN1 inh	GCN5L2 inh	N370S GC mod
O=C(NCc1ccccc1)C1=C[C@H](C2CC2)C[C@H](OCc2ccc(CO)cc2)O1	14%	-4%	?
CS(=O)(=O)N(CC(=O)N/N=C/c1cc2c(cc1Br)OCO2)c1ccccc1Br	-12%	-25%	4%
O=C(CN1CCC(C(=O)c2ccc(Cl)cc2)CC1)Nc1ccc2c(c1)OCCO2	-18%	-3%	-5%
Cc1noc(C)c1COc1ccc(C(=O)N2CCCC(C(F)(F)F)C2)cc1 (stereo not given)	4%	-6%	-17%
CCCCc1cc(=O)oc2c(CN(C)C)c(O)ccc12	-5%	?	?
COC(=O)c1scc(-c2ccccc2)c1S(=O)(=O)Nc1ccccc1	-22%	-3%	.
OCC[C@@H]1C[C@H](O)[C@@H](O)[C@]2(OCCc3ccccc32)O1	7%	1%	-1%
C/C=C/c1ccc(Oc2nnnn2-c2ccc(C(=O)O)cc2)c(OC)c1	16%	-2%	-7%
C=CCSc1nc(-c2ccccc2)c(C#N)c(=O)[nH]1	-11%	-25%	11%
Cc1ccc(NC(=O)COC(=O)Cn2ccc(=O)[nH]c2=O)cc1C	8%	-2%	.
CCc1nc2nc(C)cc(Nc3cccc(C)c3C)n2n1	-19%	-8%	.
CCc1c(C(=O)N/N=C/c2ccsc2)csc1C	0%	-1%	4%
COCCNC(=O)c1ccc(Cl)c(S(=O)(=O)Nc2cccc(C)c2C)c1	0%	-1%	-15%
Cc1nc(SCC(=O)NC2(C#N)CCCC2)n(CC(C)C)c1C	7%	-6%	-1%
COCCn1c(C)c(C)c(S(=O)(=O)c2ccccc2)c1N	-19%	-10%	12%
C=CCN=C1S/C(=C/c2ccc([N+](=O)[O-])cc2)C(=O)N1CC=C	4%	3%	-7%
CC(C)(C)OC(=O)N1CCN(C(=O)c2[nH]cnc2C(=O)Nc2cccc(Cl)c2)CC1	-9%	0%	.
O=C(COc1ccc(Cl)cc1)NCc1ccc(F)cc1	-6%	-3%	1%
COc1cccc(CN(C)Cc2nc(C3CC3)no2)c1	15%	-1%	3%
Cc1ccc2oc(C(=O)N3CCN(c4cccc(C)n4)CC3)c(C)c2c1	0%	-8%	-6%
Fc1ccccc1NC(=S)NCCc1ccccc1	3%	-3%	10%
CCOCCCNS(=O)(=O)c1ccc(-n2cnnn2)c(OC)c1	1%	-9%	-14%
Cc1ccc2[nH]c(-c3cccc(N)c3)cc2c1	-18%	-2%	-6%
Cc1c(C(=O)NCc2ccccn2)oc2ccc(Br)cc12	-4%	-2%	-2%
CCc1ccc(/C=N\n2cnnc2)cc1	-1%	1%	0%
CNC(=S)N(CCc1c(C)[nH]c2ccc(Cl)cc12)Cc1cccs1	.	-27%	4%
CCCCN(C(=O)Cc1ccc(S(=O)(=O)N2CCOCC2)s1)c1c(N)n(CCCC)c(=O)[nH]c1=O	5%	-17%	-10%
CCn1c(SCC(=O)N2CCC(C(N)=O)(N3CCCCC3)CC2)nnc1-c1ccccc1	-10%	-2%	14%
COc1ccc(CC(=O)NCc2nnc(SCc3ccc([N+](=O)[O-])cc3)n2C)cc1	-12%	0%	-2%
O=C1CC(Nc2ccc(N3CCOCC3)cc2)C(=O)N1C1CCCCC1 (stereo not given)	-1%	-3%	-4%

Arranged by the number under GCN5L2 inh (high to low): 3 of the compounds above
mol	GCN5L2 inh
COc1cccc(CN(C)Cc2nc(C3CC3)no2)c1	-1%
CCn1c(SCC(=O)N2CCC(C(N)=O)(N3CCCCC3)CC2)nnc1-c1ccccc1	-2%
CCCCN(C(=O)Cc1ccc(S(=O)(=O)N2CCOCC2)s1)c1c(N)n(CCCC)c(=O)[nH]c1=O	-17%

(listing goes on)
SMILES	FEN1 inh	GCN5L2 inh	N370S GC mod
O=C(NCCc1ccccc1)C1CCC(CNc2c(N3CCCCC3)c(=O)c2=O)CC1 (stereo not given)	5%	-3%	0%
COc1ccc(C(=O)C2CCCN(Cc3ccc4nonc4c3)C2)cc1F (stereo not given)	-13%	-28%	-28%
CN(CC(=O)NCc1ccccn1)S(=O)(=O)c1ccc(Br)cc1	-4%	2%	-7%
Cc1ccc([C@@H]2CC=C(C(=O)O)CN2S(=O)(=O)c2ccccc2C)cc1	-4%	-2%	1%
Cc1ccc(NC(=O)CN(C)C(=O)C(Sc2ccccc2)c2ccccc2)cc1 (stereo not given)	-2%	-10%	.
CC1CCCC(C)N1C(=O)COC(=O)c1cccnc1Cl (stereo not given)	-7%	1%	.
CC1CN(C(=O)CCC(=O)NCc2ccc(Cl)cc2)c2ccccc2S1 (stereo not given)	6%	-1%	-4%
Cc1ccccc1NC(=O)c1ccccc1NS(=O)(=O)c1cccc2cccnc12	3%	-27%	-10%
COc1ccc(-c2cnn3c4c(c(C)nc23)CCN4C(C)C)cc1OC	5%	-7%	-3%
Cc1noc(C)c1NC(=O)N(C)C[C@H]1Oc2ccc(NS(=O)(=O)c3c(C)noc3C)cc2C(=O)N([C@H](C)CO)C[C@@H]1C	-6%	-4%	.
CCn1c(SCC(=O)NC2CCCC2)nnc1-c1cccnc1	-2%	-2%	-3%
Cc1ccccc1N(C(=O)CCC(=O)Nc1ccccn1)C(C(=O)NC(C)C)c1ccc(O)cc1 (stereo not given)	0%	-6%	-19%

These rows are one share of the data; count on the stated rates, not on these rows.
